FUS suppressor – suppressors of FUS proteinopathy in yeast; S. cerevisiae FUS-expressing, growth rescue, OD600, 24 h; Potency, µM (doses to about 76.6 µM), inactives show top-dose growth rescue (activation), actives largely listed as activators; hit rate 0.24% among 390,000; AID 1347120;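 also: potency is read from the fitted curve at half-maximal effect; plate controls were DMSO vehicle for no effect and reference control for full effect; nearly all actives have a fitted effect of over 55% in size; some results filed as inactive show a strong effect at the top dose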
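Toxicity suppression screen in FUS-yeast. Cells induced with 2% galactose, starting OD 0.005, treated 24hr at 30C with compounds at multiple final concentrations; growth by OD600.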
PI5P4K alpha inh – blocks human PI5P4K alpha kinase activity | P48426 | PI5P4Kalpha enzyme, ADP-Glo luminescence, 60 min; stronger effect = lower value | max response, % | hit rate 1.2% among 330,000 | AID 652105; active = max response of -50% or lower; inconclusive = between -30% and -50%; inactive = -30% or higher; also: value at the top dose of about 77 µM; % is scaled to controls: 0 for no effect and ±100 for the full control effect
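qHTS, 1536-well: enzyme/substrate mix, compound by pin tool, 5 microM ATP final; RT 60 min; ADP-Glo reagents 1 (45 min) then 2 (30 min); luminescence.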
PLK1 PBD block – inhibitors of human PLK1 polo-box domain binding. hit rate 2.8% among 360,000. AID 720504. P53350. Potency, µM, for inactives: max response, negative = inhibition, hits mostly inhibitors. Plk1 PBD binding of FITC phosphopeptide, fluorescence polarization; also: potency is read from the fitted curve at half-maximal effect; series mostly up to about 57 µM; % is scaled to controls: 0 for no effect and ±100 for the full control effect; nearly all actives have a fitted effect of over 65% in size
EPAC1 ag – agonists of human EPAC1; O95398; EPAC1 agonist qHTS, biochemical assay; response scale: 100% = response to 6.5 mM cAMP; Potency, µM (titrated, usually from 154 µM), inactives show at the top dose activation, most hits filed as activators; hit rate 0.073% among 360,000; AID 720707; also: potency is read from the fitted curve at half-maximal effect; nearly all actives have a fitted effect of over 60% in size
Target sequence (O95398 whole entry, looked up): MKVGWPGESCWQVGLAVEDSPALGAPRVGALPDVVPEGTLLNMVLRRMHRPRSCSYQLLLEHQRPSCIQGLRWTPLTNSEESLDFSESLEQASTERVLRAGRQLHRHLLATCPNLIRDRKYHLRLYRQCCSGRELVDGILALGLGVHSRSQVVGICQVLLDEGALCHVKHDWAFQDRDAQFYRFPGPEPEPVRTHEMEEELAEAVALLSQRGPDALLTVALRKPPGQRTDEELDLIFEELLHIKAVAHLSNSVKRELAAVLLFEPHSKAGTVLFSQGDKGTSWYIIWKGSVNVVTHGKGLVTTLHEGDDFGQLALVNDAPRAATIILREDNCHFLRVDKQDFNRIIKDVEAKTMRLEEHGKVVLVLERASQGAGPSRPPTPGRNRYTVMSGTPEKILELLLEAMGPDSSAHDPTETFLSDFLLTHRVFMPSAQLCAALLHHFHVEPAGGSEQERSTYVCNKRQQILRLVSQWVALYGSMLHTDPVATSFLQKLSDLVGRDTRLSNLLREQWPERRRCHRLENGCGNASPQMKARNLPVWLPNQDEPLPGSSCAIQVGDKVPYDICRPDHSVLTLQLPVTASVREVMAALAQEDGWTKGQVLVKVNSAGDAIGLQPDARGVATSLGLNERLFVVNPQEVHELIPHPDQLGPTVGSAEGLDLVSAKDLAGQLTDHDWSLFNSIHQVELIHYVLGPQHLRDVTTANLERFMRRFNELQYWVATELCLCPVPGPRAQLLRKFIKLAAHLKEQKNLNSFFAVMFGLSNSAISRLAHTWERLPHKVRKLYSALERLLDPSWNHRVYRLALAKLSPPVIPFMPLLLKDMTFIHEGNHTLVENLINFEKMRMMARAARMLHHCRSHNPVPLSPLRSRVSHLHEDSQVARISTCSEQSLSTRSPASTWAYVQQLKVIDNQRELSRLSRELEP
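Fluorescent GDP-exchange assay: 100 nM EPAC1 with 250 nM Rap1B preloaded with BODIPY-GDP and 50 uM GDP; compounds tested as concentration series, 5 min at room temperature, then read every 5 min for 30 min (ex 480/em 540 nm); normalized to 6.5 mM cAMP.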
IL2 activator – activates IL-2 in a cell-based reporter assay. IL-2 activation reporter assay, cell-based qHTS; stimulated with anti-CD3/CD4/CD28 beads; in transgenic mouse T cells. activation, % (series mostly up to about 46 µM). hit rate 0.065% among 360,000. AID 652025; in the data active = activation above about 50%; inconclusive = mostly about 30% to 49%; also: 0% is about no effect
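Readout: EGFP and DsRed signals by fluorescent plate cytometry. Unstimulated transgenic mouse T cells received compound 60 min before antibody-bead stimulation, then incubated 18 h at 37 degrees C.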
EPAC1 antagonist – blocks human EPAC1 exchange factor; hit rate 0.14% among 360,000; O95398; AID 720709; Potency, µM (highest dose often 115 µM), without a hit: at the highest dose activity change, negative = inhibition, usual class: inhibitors; EPAC1 GEF assay, Rap1b-BODIPY-GDP exchange fluorescence;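 also: potency is read from the fitted curve at half-maximal effect; plate controls were vehicle for no effect and positive control for full effect; nearly all actives have a fitted effect of over 50% in size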
WRN inhibitor – WRN helicase (human) inhibition; WRN helicase unwinding, fluorescent forked duplex, kinetic; hit rate 0.46% among 360,000; Q14191; AID 651768; Potency, µM (highest dose often 114 µM), inactives show at the highest dose activity change, negative = inhibition, most hits filed as inhibitors; also: potency is read from the fitted curve at half-maximal effect; % is scaled to controls: 0 for no effect and ±100 for the full control effect; nearly all actives have a fitted effect of over 55% in size
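Primary qHTS, 1536-well format. 20 nM WRN + compound, 15 min RT; start with 100 nM forked fluorophore/quencher duplex, 2 mM ATP (final); kinetic read ex 525/em 598 nm.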
Abeta rescue – A-beta toxicity reversal in yeast; yeast expressing A-beta42, growth rescue, OD600, 48 h; response scale: 0% DMSO, 100% iron-clioquinol control; Potency, µM (titrated, usually from 46.1 µM), without a hit: at the highest dose growth rescue, actives largely listed as activators; hit rate 0.063% among 410,000; also: potency is read from the fitted curve at half-maximal effect; nearly all actives have a fitted effect of over 55% in size
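Growth rescue measured by 600 nm absorbance after 48 h yeast culture at 30 C with compound. Values normalized between DMSO and an equimolar ferric chloride plus clioquinol control.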
Starred values were filed as active, the others as inactive; ? = inconclusive; / = not tested or not shown; [ ] = remark or other dose. Unless noted, calls follow the shape of the dose curve; as a rule, active = well fitted curve in the direction sought with a large enough effect; inconclusive = small, poorly fitted or top-dose-only effect, or another doubt; inactive = no such curve, though single readings can be large; an effect the other way counts as inactive or inconclusive. Rows were taken by chance, and some 4.1% of all compounds hit somewhere here.

| SMILES | FUS suppressor | PI5P4K alpha inh | PLK1 PBD block | EPAC1 ag | IL2 activator | EPAC1 antagonist | WRN inhibitor | Abeta rescue |
| --- | --- | --- | --- | --- | --- | --- | --- | --- |
| COc1ccccc1NS(=O)(=O)c1cc(C(=O)NCC(c2ccco2)N(C)C)ccc1C (centres undefined) | 20% | 4 | -10% | 7% | -2.4 | 5% | 6% | -19% |
| CCC1CCc2c(sc(NC(=O)c3cnccn3)c2C(N)=O)C1 (centres undefined) | 3% | -25 | 3µM* | 4% | -0.7 | -8% | -4% | 9% |
| CCCn1nnc(NC(=O)c2ccc(Br)o2)n1 | -7% | 5 | -6% | 26% | 1.4 | -36% | 3% | 7% |
| CC(=O)N1N=C(c2cccc(O)c2)CC1c1cccs1 (centres undefined) | -14% | 3 | -1% | 5% | 0.3 | 13% | 8% | 9% |
| CC1CCN(C(=O)COC(=O)c2cc(Cl)cc(Cl)c2N)CC1 | -12% | / | 0% | 6% | 1.9 | 0% | -1% | 10% |
| C[C@H](NC(=O)[C@@H]1CCCN1C(=O)[C@@H]1CCCN1)c1ccccc1 | -10% | 4 | -8% | 11% | -0.4 | -18% | 0% | -10% |
| Cc1nc2ccc(NC(=O)c3ccc(S(=O)(=O)N4CCOCC4)cc3)cc2s1 | 9% | 2 | -2% | 17% | 0.4 | -16% | -2% | 18% |
| O=C(c1cc2ncc(CCCl)cn2n1)N1CCCCCC1 | / | 3 | -1% | -1% | -3.1 | -2% | -1% | 5% |
| Cc1ccc(N=C2NC(=O)/C(=C\c3cccs3)S2)cc1C | 14% | -8 | -19% | 8% | -2.8 | 2% | ? | -17% |
| CCN1CCN(C(=O)c2cc3sccc3n2CC(=O)c2ccccc2)CC1 | -6% | / | -7% | 10% | -3.1 | 10% | 0% | -16% |
| O=C(CCn1nc(-c2ccccc2)ccc1=O)N1CCN(c2ccccc2)CC1 | 25% | -2 | -9% | 5% | 0.6 | 11% | -5% | 3% |
| CC(=O)Nc1sc(N/N=C/c2ccccc2)nc1-c1ccc(C)cc1 | 16% | -17 | -6% | 9% | -0.6 | 0% | -12% | 11% |
| O=C(CNCc1ccc(F)cc1)Nc1ccccc1[N+](=O)[O-] | 7% | -1 | -8% | -2% | 1.6 | 8% | 3% | 4% |
| NC(=O)CSc1nnc(CNc2ccc(F)cc2)n1CC1CCCO1 (centres undefined) | 12% | 5 | -14% | -4% | -1.0 | -8% | -5% | -1% |
| CCNC(=O)NC1(C(=O)Nc2ccc3c(c2)OCCO3)CCCCC1 | 17% | 0 | -13% | 3% | -2.7 | -2% | -2% | ? |
| CNC(=O)c1ccc(NC(=O)CCNC(=O)Nc2ccccc2)cc1 | 3% | 6 | -2% | -7% | -0.8 | 2% | -1% | -4% |
| Cc1ccc(C)c(NC(=S)NNc2ccc(F)cc2F)c1 | ? | -8 | ? | -6% | -3.7 | -8% | -28% | ? |
| COC(=O)c1ccc(NC2CC(=O)N(c3ccccc3C)C2=O)cc1 (centres undefined) | 10% | 0 | -5% | -3% | -2.2 | 1% | -2% | 22% |
| O=C(Nc1ccc(Br)cc1)N1CCCCC1 | 2% | -3 | -3% | -3% | 0.2 | 5% | -2% | 15% |
| COc1ccc(OC)c2c(N)c(C#N)c(C(F)(F)C(F)(F)F)nc12 | 9% | 1 | -3% | 3% | 0.4 | 6% | 3% | 8% |
| CC(=O)N1c2ccc(S(=O)(=O)N(C)CC(=O)Nc3ccccc3C)cc2CC1C (centres undefined) | -2% | -1 | -8% | 3% | -1.9 | ? | -12% | -1% |
| CSc1nncn1/N=C/c1ccc2c(c1)OCO2 | 10% | / | -1% | 3% | -3.9 | 13% | 3% | -14% |
| O=C(NCC(=O)N1CCC2(CC1)NCCc1[nH]cnc12)c1ccc(Br)cc1 | -2% | -1 | -7% | 2% | -3.4 | 0% | -3% | -1% |
| O=C(COC(=O)c1cccc(S(=O)(=O)N2CCOCC2)c1)Nc1ccc2c(c1)OCO2 | 33% | 0 | -6% | 0% | -0.7 | 0% | 1%[57.1 µM] | 1% |
| CCCOc1ccc(-c2nc(OC)c3ccccc3n2)cc1 | / | 0 | -8% | 6% | -2.3 | 0% | -23% | 4% |
| COc1ccc(CC(=O)OCC(=O)c2c(N)n(C)c(=O)n(C)c2=O)cc1OC | / | -11 | -4% | 8% | 1.1 | -16% | -25% | -1% |
| COC(=O)C1=C(C)NC(c2c(O)ccc3ccccc23)C(C(=O)OC)=C1C (centres undefined) | -8% | 5 | 5% | -17% | 2.8 | 10% | -20%[57.1 µM] | 21% |
| Cc1cccc(-n2nnnc2SC(C)C(=O)NCCC2=CCCCC2)c1 (centres undefined) | 28% | 1 | -7% | 10% | -1.3 | -11% | -7% | 23% |
| COC(=O)C1(C(=O)OC)NOC2C(=O)N(c3ccc(Cl)cc3Cl)C(=O)C21 (centres undefined) | 16% | / | -12% | 8% | 1.5 | -9% | -11% | 5% |
| CC(C(=O)NC1=NCCS1)N1C(=O)c2ccccc2C1=O (centres undefined) | -3% | / | -3% | 0% | -1.6 | -2% | 1% | -6% |
| COc1cccc(-c2nc(COc3ccc(Cl)cc3Cl)no2)c1 | 25% | 20 | 4% | -7% | -0.1 | -3% | -3% | -2% |
| CC1CCCN(C(=O)COC(=O)C2=COCCO2)C1 (centres undefined) | 0% | 1 | 2% | 3% | 0.8 | -8% | -15% | 3% |
| CCCNC(=O)C1(C)CCN(C(=O)c2ccccc2F)C1 (centres undefined) | -21% | -1 | 3% | 3% | 0.6 | -5% | 3% | -14% |
| O=C(O)c1cc2ccccc2c2c1C(=O)c1ccccc1-2 | 2% | -14 | -1% | -4% | -2.0 | -16% | -12% | ? |
| Cc1cnc(NC(=O)CSc2nnc(-c3ccncc3)n2C2CCCCC2)s1 | 26% | / | 0% | -3% | -0.9 | 10% | -6% | -10% |
| O=C(CC1C(=O)NCCN1Cc1cccc(F)c1)NC1CCCCCC1 (centres undefined) | 24% | -12 | -13% | -1% | -1.5 | -5% | ? | 15% |
| O=C(CN1C(=O)NC2(CCCCC2)C1=O)Nc1cccc(S(=O)(=O)N2CCOCC2)c1 | -22% | 7 | -5% | 9% | -0.9 | -2% | -6% | -4% |
| Cc1ccc(/C=C/C(=O)O)cc1S(=O)(=O)NCC1CCCO1 (centres undefined) | -12% | 13 | -10% | 8% | -0.6 | 6% | 1%[57.1 µM] | -8% |
| Cc1nc(SCC(=O)N(C)Cc2ccco2)c2c(C)c(C)sc2n1 | 20% | 0 | ? | 5% | -1.8 | -10% | -24% | -63%[inhibitor] |
| NC12CC3CC(C1)CC(CO)(C3)O2 | 3% | 2 | 0% | 0% | 5.5 | 8% | 3% | 29% |
| O=c1ccc(C(F)(F)F)cn1Cc1cc(=O)n2cc(Br)ccc2n1 | 13% | ? | -7% | -1% | -0.9 | -5% | -6% | -4% |
| COc1ccccc1-c1sc2cc3c(cc2c1C#CC1(O)CCCCC1)OCO3 | 25% | 20 | -2% | -15% | 0.2 | -5% | -8% | 5% |
| O=C1CC(C(=O)N2CCc3ccccc32)CN1c1ccccc1 (centres undefined) | 9% | 1 | -9% | -2% | 1.2 | 3% | 14% | 1% |
| CCc1nnc(NC(=O)CSCc2cc(=O)n3ccsc3n2)s1 | 6% | -7 | -10% | 0% | -1.6 | -6% | 4% | -2% |
| O=C(COC(=O)c1cc(=O)c2ccccc2o1)NCC1CCCCC1 | -8% | 0 | -1% | 5% | -2.0 | -7% | -3% | -1% |
| O=C(O)C1CCC(NSc2ccccc2[N+](=O)[O-])CC1 (centres undefined) | -47% | -15 | 2.4µM* | -8% | -3.2 | -1% | 18% | 23% |
| CCN(CC(=O)Nc1ccc(Br)cc1F)CC(=O)NC1CCS(=O)(=O)C1 (centres undefined) | / | 0 | 5% | -1% | -1.3 | -6% | -6% | 1% |
| Cc1ccc(S(=O)(=O)c2cc3ccc(O)cc3oc2=O)cc1C | -14% | -4 | -15% | 4% | -0.3 | 3% | -5% | -15% |
| COc1ccc(N2CCN(C3CCCN(S(=O)(=O)c4ccc(C)cc4C)C3)CC2)cc1 (centres undefined) | 7% | 0 | 0% | -7% | -2.5 | 2% | -23% | 4% |
| Cc1ccc2nc(N3CCC(C(=O)O)CC3)nc(-c3ccccc3)c2c1 | 38% | 2 | -16% | 6% | -1.6 | 9% | -8% | 6% |
| Cc1ccccc1-c1nnc(CN2CCC(C)CC2)o1 | 12% | 4 | -4% | 3% | -0.5 | -8% | -3% | 2% |
| CCC(=O)N1CCc2cc(S(=O)(=O)N(CC)c3cccc(C)c3)ccc21 | 6% | 6 | -6% | 5% | -0.2 | -1% | -12% | 9% |
| CCOc1cc(/C=N/NC(=S)Nc2ccccc2C(F)(F)F)ccc1OCC(=O)N1CCOCC1 | 1% | 8 | -9% | -9% | -0.5 | -13% | -18% | 0% |
| CC(C)CCNC(=O)c1cccc(Cl)c1 | 3% | 2 | -2% | -5% | -2.3 | 2% | -2% | 31% |
| O=C(Cc1n[nH]c(=O)c2ccccc12)N1CCN(S(=O)(=O)c2ccc(F)c(Cl)c2)CC1 | 6% | -4 | -11% | 6% | 0.4 | 7% | 16% | 9% |
| Cc1cccc(NC(=O)CSc2nnc(CNC(=O)c3ccco3)o2)c1 | 27% | -3 | 2% | 5% | 2.8 | -2% | -13% | 7% |
| O=C(COC(=O)c1cccnc1Cl)Nc1cc(S(=O)(=O)N2CCCCCC2)ccc1Cl | 7% | -2 | -13% | 2% | -0.6 | -14% | -25% | 8% |
| CCN(CC)c1ccc(/C=N/NC(=O)c2ccc3c(c2)OCCO3)cc1 | ? | 0 | -13% | 6% | 0.1 | -13% | 1% | -10% |
| Cc1cccc(N=C2C(=O)Nc3c(Cl)cccc32)c1 | -13% | -2 | -22% | 9% | -0.3 | -6% | 1% | -16% |
| O=C(O)CC(NC(=O)OCc1ccccc1)c1ccccc1 (centres undefined) | 1% | 3 | -6% | 2% | 0.4 | 8% | 3% | -17% |
| CCN(CC)CCSc1nc(O)c(C(C)C)c(=O)[nH]1 | 16% | / | -8% | 11% | -1.5 | 1% | 12% | 5% |

Part of the list above, field by field:
structure: O=C(O)CC(NC(=O)OCc1ccccc1)c1ccccc1 (centres undefined)
- FUS suppressor: 1%
- PI5P4K alpha inh: 3
- PLK1 PBD block: -6%
- EPAC1 ag: 2%
- IL2 activator: 0.4
- EPAC1 antagonist: 8%
- WRN inhibitor: 3%
- Abeta rescue: -17%

structure: O=c1ccc(C(F)(F)F)cn1Cc1cc(=O)n2cc(Br)ccc2n1
- FUS suppressor: 13%
- PI5P4K alpha inh: ?
- PLK1 PBD block: -7%
- EPAC1 ag: -1%
- IL2 activator: -0.9
- EPAC1 antagonist: -5%
- WRN inhibitor: -6%
- Abeta rescue: -4%

Compound activity as filed in PubChem.
